SMN2 splice enh – enhancers of SMN2 splice variant expression; HEK293 SMN2-luciferase splicing reporter, luminescence, 30-36 h; Potency, µM (titrated, usually from 46.1 µM), without a hit: at the top dose activity change, positive = activation, most hits filed as activators; actives 2.8% (n = 210,000); AID 1458; further: % of control where 0% means no effect; nearly all actives have a fitted effect of over 55% in size
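HEK293 cells carry an SMN2 […]–luciferase reporter in which exon 7 inclusion puts luciferase in frame. Cells were plated 10-12 h before compound addition, then incubated 30-36 h at 37C. ONE-Glo luminescence was read; sodium butyrate at 4.5 mM final served as control.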
ALDH1A1 inh – ALDH1A1 (human) enzyme inhibition; P00352; Purified ALDH1A1, NADH fluorescence, propionaldehyde substrate; Potency, µM (titrated, usually from 75.3 µM), inactives show top-dose activity, negative = inhibition, actives largely listed as inhibitors; actives 7.3% (n = 220,000); AID 1030; active means well fitted inhibition curve with a large enough effect, not every such curve was filed as active; inconclusive means small, poorly fitted or top-dose-only effect, or another doubt; inactive means no such curve, though single readings can be large or run the other way;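 further: plate controls were no enzyme wells and a reference inhibitor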
aGlu spleen mod – lysosomal alpha-glucosidase (human) modulation. P10253. human spleen homogenate, 4-MU-alpha-glucoside fluorescence. AID 2112. Potency, µM (titrated, usually from 79.9 µM), for inactives: at the top dose activity change, negative = inhibition, usual class: inhibitors. actives 0.006% (n = 240,000);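 further: 0% = enzyme with vehicle and -100% = no enzyme basal signal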
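AC50 values come from Hill-equation fits of concentration-response data, normalized to no-enzyme and full-activity controls. Enzyme source: 1 ug human spleen homogenate; 1 mM fluorogenic 4-MU glucoside, pH 5.0 citrate buffer, 37 C, 40 min.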
JMJD2E inh – JMJD2E (human) inhibition; B2RXH2; JMJD2E catalytic domain, FDH-coupled NADH fluorescence (FDH is formaldehyde dehydrogenase); Potency, µM (doses to about 57.1 µM), for inactives: at the highest dose activity change, negative = inhibition, actives largely listed as inhibitors; actives 1.6% (n = 230,000); AID 2147; active means well fitted inhibition curve with a large enough effect, not every such curve was filed as active; inconclusive means small, poorly fitted or top-dose-only effect, or another doubt; inactive means no such curve, though single readings can be large or run the other way;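 further: 0% = wells with enzyme and -100% = buffer wells without enzyme; nearly all actives have a fitted effect of over 50% in size; many of its hits are not listed in these tables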
Target sequence (B2RXH2 1-337 limits assumed): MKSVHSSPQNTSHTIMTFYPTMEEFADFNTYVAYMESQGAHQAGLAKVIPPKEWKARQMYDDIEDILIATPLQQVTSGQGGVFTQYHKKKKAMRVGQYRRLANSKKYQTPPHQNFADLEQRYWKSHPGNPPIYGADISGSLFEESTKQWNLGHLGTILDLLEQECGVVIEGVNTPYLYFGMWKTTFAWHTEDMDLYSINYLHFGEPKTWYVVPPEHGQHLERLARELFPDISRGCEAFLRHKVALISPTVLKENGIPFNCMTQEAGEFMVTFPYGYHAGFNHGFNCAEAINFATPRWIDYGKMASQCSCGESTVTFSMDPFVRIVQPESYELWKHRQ
GoLoco inh red – inhibitors of human Gai1-RGS12 GoLoco interaction (red fluorophore) | actives 0.44% (n = 230,000) | Gai1:RGS12 GoLoco peptide FP, rhodamine, 10 min | Potency, µM (highest dose often 61.6 µM), for the others: at the top dose activity, negative = inhibition, hits mostly inhibitors | AID 880 | P63096; active means well fitted inhibition curve with a large enough effect, not every such curve was filed as active; inactive means no such curve, though single readings can be large or run the other way; further: on the % scale 0 is the no-effect control and ±100 the full control effect; nearly all actives have a fitted effect of over 30% in size; many of its hits are not listed in these tables
GAA glycogen – alters human alpha-glucosidase cleavage of glycogen. P10253. recombinant GAA, glycogen substrate, Amplex Red glucose oxidase fluorescence. Potency, µM (doses to about 76.4 µM), without a hit: at the top dose activity change, negative = inhibition, most hits filed as inhibitors. actives 0.38% (n = 300,000). AID 2100;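 further: 0% = full enzyme reaction and -100% = no-enzyme basal signal; the screen sought inhibitors and activators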
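qHTS, 1536-well; enzyme 4 nM final; cpd up to 77 uM; substrate bovine liver glycogen 30 ug; 50 mM citrate/phosphate pH 5.0, 0.01% Tween-20; 37 C, 40 min; Amplex Red detection 45 min RT; Hill fit → AC50.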
aGal spleen mod – alpha-galactosidase A (human) modulation; Potency, µM (titrated, usually from 80 µM), for the others: at the highest dose activity change, negative = inhibition, actives largely listed as inhibitors; actives 0.008% (n = 240,000); human spleen homogenate, 4MU-alpha-Gal fluorescence, 40 min; P06280;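 further: 0% = enzyme with vehicle and -100% = no enzyme basal signal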
Target sequence (P06280 32-429 limits assumed): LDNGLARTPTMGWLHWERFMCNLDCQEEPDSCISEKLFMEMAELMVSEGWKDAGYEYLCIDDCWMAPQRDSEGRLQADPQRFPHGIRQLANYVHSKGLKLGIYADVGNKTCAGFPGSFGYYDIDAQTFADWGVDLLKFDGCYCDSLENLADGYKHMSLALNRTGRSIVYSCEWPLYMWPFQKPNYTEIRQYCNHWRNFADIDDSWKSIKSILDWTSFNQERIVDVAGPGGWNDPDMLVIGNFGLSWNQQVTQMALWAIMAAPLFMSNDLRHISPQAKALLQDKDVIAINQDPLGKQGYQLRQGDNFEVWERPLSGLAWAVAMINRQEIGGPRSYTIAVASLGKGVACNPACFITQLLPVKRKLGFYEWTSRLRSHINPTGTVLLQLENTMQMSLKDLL
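Spleen homogenate 1 ug + cpd (titration) + 4-MU-alpha-D-galactopyranoside 1 mM; 37C 40 min; 50 mM citrate/phosphate pH 5.0, 0.01% Tween-20; stop pH 10; fluorescence 365/440; AC50 via Hill.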
GAA inhib – blocks human lysosomal alpha-glucosidase. P10253. purified human GAA, 4-MU-alpha-glucoside fluorescence. Potency, µM (highest dose often 76.9 µM), inactives show at the highest dose activity change, negative = inhibition, usual class: inhibitors. actives 0.005% (n = 200,000). AID 1466;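 further: plate controls were uninhibited enzyme wells for no effect and no-enzyme background for full effect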
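qHTS format, compound range up to 77 uM. Human lysosomal enzyme at 4 nM, 400 uM 4-MU glucoside substrate, pH 5.0, 20 min room temperature; fluorescence after alkaline stop gives activity normalized to controls.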
Numbers without * were called inactive; ? = inconclusive; / = not tested or not shown; [ ] = another dose, or the depositor's remark. Unless noted, the call rests on the fitted dose curve; in most records, active means well fitted curve in the direction sought with a large enough effect; inconclusive means small, poorly fitted or top-dose-only effect, or another doubt; inactive means no such curve, though single readings can be large; an effect the other way counts as inactive or inconclusive. Potency means the concentration at half of the fitted maximal effect. Not all compounds are listed. The share of hits here may be higher or lower than overall.

SMILES	SMN2 splice enh	ALDH1A1 inh	aGlu spleen mod	JMJD2E inh	GoLoco inh red	GAA glycogen	aGal spleen mod	GAA inhib
CCOc1ccc(N=c2scc(-c3ccc(OC)cc3)n2CCO)cc1	-97%[inhibitor]	1%	1%	-9%	21%	-15%	19%	5%
CCOC(=O)c1ccc(NC(=S)N2CCSC2c2ccc(OC)cc2)cc1 (stereo unspecified)	-1%	?	-11%	-2%	7%	-5%	-1%	3%
CSCCC(NS(=O)(=O)c1ccc(C)cc1)C(=O)NC1CCCCC1 (stereo unspecified)	?	-3%	5%	0%	11%	9%	4%	0%
CC(C)CN1CN(Cc2ccco2)CNC1=S	-1%	2%	1%	0%	-1%	9%	-4%	-1%
O=C(Nc1ccccc1)c1ccc2c(c1)OCO2	?	13%	-1%	1%	8%	0%	1%	-3%
COC(=O)CN1C(=O)N/C(=C/c2ccccc2OC)C1=O	-2%	?	/	-12%	3%	-8%	-2%	-7%
C/C(CC(=O)Nc1cccc2c1CCCC2)=N\NC=O	/	3%	2%	14%	7%	7%	-1%	8%
CCOC1CS(=O)(=O)CC1OCC (stereo unspecified)	?	19%	3%	-1%	5%	4%	9%	1%
Cc1nn(-c2ccccc2)c2nc(-c3ccncc3)cc(C(=O)NCc3ccco3)c12	13%	?	-1%	?	1%	-2%	1%	-9%
O=C(Cn1cc([N+](=O)[O-])cn1)NCc1cc2ccccc2[nH]1	-1%	7%	8%	1%	7%	1%	3%	1%
CC(Nc1ccc(N2CCOCC2)cc1)C(=O)N1c2ccccc2CC1C (stereo unspecified)	/	?	-5%	-11%	-4%	-4%	-12%	2%
O=C(/C=C(\O)c1ccccc1)c1ccccc1O	?	2%	-5%	?	6%	/	12%	/
CCc1ccc(CNC(=O)CN2C(=O)COc3ccccc32)cc1	23%	-3%	-14%	4%	5%	1%	1%	2%
CCCCCn1c(N)c(-c2nc3ccccc3s2)c2c([N+](=O)[O-])nn(C)c(=O)c21	/	-10%	5%	-23%	/	1%	3%	1%
Nc1nc(CSc2n[nH]c(-c3ccccc3)n2)nc(Nc2ccccc2)n1	-35%[inhibitor]	?	-14%	-13%	12%	-4%	0%	2%
CC1CCCC(NC(=O)COC(=O)Cc2ccsc2)C1C (stereo unspecified)	-24%	-7%	2%	6%	2%	-1%	2%	2%
O=[N+]([O-])c1ccc(Oc2ccc(F)cc2)c2ccncc12	-18%	0%	9%	-5%	3%	5%	12%	-13%
C=CCn1c(NC(=O)c2ccco2)c(S(=O)(=O)c2ccccc2)c2nc3ccccc3nc21	-7%	?	16%	?	-7%	-5%	25%	?
CC(C)NC(=S)Nc1ccc(Oc2ccccc2)cc1	-6%	?	2%	10%	6%	-11%	0%	-17%
CCOC(=O)c1c(NC(=O)c2ccc(C)cc2)sc2c1CC(C)(C)NC2(C)C	/	6%	-7%	5%	4%	7%	-2%	/
Cc1cc(-c2ccc(/C=N/n3cnnc3)o2)ccc1Cl	-14%	-2%	2%	-2%	-10%	7%	6%	3%
CC1CN(C(=O)c2c(Br)cnn2C)CC(C)O1 (stereo unspecified)	5%	-1%	0%	6%	10%	2%	-1%	1%
Cc1nc(-n2nnc(CO)c2CO)nc2c1CCC2	5%	14%	/	1%	1%	1%	-2%	0%
CC(Nc1ccc2c(c1)OCCO2)C(=O)N1c2ccccc2CC1C (stereo unspecified)	-16%	-10%	-4%	-6%	6%	-5%	-1%	-4%
Nc1ncnc2c1cnn2C1CCCCC1	/	1%	0%	16%	1%	14%	-4%	4%
O=C(COc1ccc(Cl)cc1Cl)N/N=C/CCc1ccccc1	-13%	-1%	-13%	10%	8%	-3%	-4%	6%
Cc1ccc(NC(=S)/C(=C(\[O-])c2ccc(F)cc2)[n+]2ccccc2)cc1	9%	10µM*	9%	-13%	8%	-7%	6%	4%
CCN(CC)C(=O)c1c2c(nc3ccccc13)-c1ccccc1CC2	5%	?	-14%	?	2%	1%	22%	6%
CN(C)Cc1c(O)ccc2c(-c3ccccc3)cc(=O)oc12	/	?	2%	0%	13%	-4%	8%	8%
Cc1[nH]nc(SCC(=O)NC2CCCCC2)c1[N+](=O)[O-]	-24%	0%	-4%	-6%	0%	-2%	4%	-3%
O=C1CN(C(=O)c2cc([N+](=O)[O-])ccc2Cl)C(c2ccccc2)c2cc(F)ccc2N1 (stereo unspecified)	9%	10%	4%	6%	-12%	-10%	7%	8%
Clc1ccc2[nH]cc(-c3nnnn3-c3ccccc3)c2c1	-8%	?	-2%	-15%	7%	-4%	1%	8%
O=C(COC(=O)C(O)c1ccccc1)NC12CC3CC(CC(C3)C1)C2 (stereo unspecified)	-12%	32µM*	2%	5%	-1%	8%	7%	-2%
CCC(c1nnnn1C(C)(C)C)N(Cc1ccco1)Cc1cc2cccc(C)c2[nH]c1=O (stereo unspecified)	-21%	?	-3%	-3%	0%	-7%	0%	-14%
COC(=O)c1cc(NC(=O)Nc2ccccc2OC)cc(C(=O)OC)c1	-1%	-114%	1%	2%	6%	-9%	1%	7%
CCC(Sc1ncnc2sc(C)c(C)c12)C(=O)OC (stereo unspecified)	-38%[inhibitor]	3%	6%	2%	16%	-8%	2%	-3%
O=C(O)c1cc(-c2ccc3c(c2)OCO3)nc2ccc(Br)cc12	7%	3%	6%	?	-9%	-2%	7%	?
COc1cccc(N(C(=O)c2ccco2)c2nc(-c3sc(NC(=O)c4ccco4)nc3C)cs2)c1	-56%[inhibitor]	?	-2%	-27%	21%	-7%	-4%	-2%
CCn1c(C2CC(=O)N(Cc3ccccc3)C2)nc2ccccc21 (stereo unspecified)	3%	4%	0%	7%	0%	2%	2%	-9%
O=C(CN1CCOCC1)n1c2c(c3ccccc31)CCCC2	-11%	2%	3%	-21%	7%	-2%	6%	4%
Cc1ccc(S(=O)(=O)N(C)CC(=O)OCC(=O)c2c(N)n(C)c(=O)n(C)c2=O)cc1	/	-1%	3%	7%	/	-10%	8%	-9%
COC(=O)c1cc(Sc2c(Cl)cccc2Cl)ccn1	-15%	?	-3%	-10%	4%	18%	-7%	5%
Cc1ccc(OCCCC(=O)NCc2ccco2)c(C)c1	3%	-7%	0%	4%	8%	0%	-6%	2%
C=CC12C=CC=CN1C(C(=O)OC)=C(C(=O)OC)C(C(=O)OC)=C2C(=O)OC (stereo unspecified)	12%	-1%	-3%	-6%	8%	-6%	-8%	-8%
NS(=O)(=O)c1cccc(NC(=O)c2cccs2)c1	/	/	0%	10%	5%	4%	4%	/
CCc1cccc(Oc2nn[nH]n2)c1	-10%	-4%	5%	8%	36%[activator]	8%	-2%	4%
Cc1ccc(Sc2c(C(=O)Nc3ccc(F)cc3F)c(C(F)(F)F)nn2C)cc1	-2%	-5%	-8%	-1%	3%	-1%	9%	-3%
O=C1OCc2cc(NC(=O)C3COc4ccccc4O3)ccc21 (stereo unspecified)	1%	-14%	9%	-2%	10%	5%	3%	-7%
CC(=O)NCc1cccc(CNC(C)=O)n1	1%	-7%	-3%	3%	5%	2%	0%	-5%
CC(OC(=O)c1ccc2c(=O)n3c(nc2c1)CCC3)C(N)=O (stereo unspecified)	13%	-9%	-9%	?	6%	-9%	3%	0%
COC(=O)Nc1nncs1	/	/	0%	12%	7%	1%	-2%	/
CCOc1ccc(NC2c3ccccc3C(=O)N2Cc2ccco2)cc1 (stereo unspecified)	-45%[inhibitor]	5.6µM*	-2%	-6%	-16%	-2%	-2%	0%
CN1C(=O)C(O)(CC(=O)/C=C/C=C/c2ccccc2)c2ccccc21 (stereo unspecified)	-2%	4%	2%	-21%	-10%	-2%	3%	-3%[15.4 µM]
COc1ccc(CC(=O)O/N=C(\N)Cc2ccc([N+](=O)[O-])cc2)cc1	/	/	0%	3%	6%	0%	6%	/
CC(C)C[C@@H](CC(=O)N[C@@H](CCC(=O)O)CC(=O)O)NC(=O)[C@@H]1CNCC[C@H]1NC(=O)C[C@@H](NC(=O)C[C@H](CO)NC(=O)[C@@H]1CCCC[C@H]1N)C(C)C	1%	13%	4%	-3%	3%	/	2%	/
Cc1cc(C)nc(NC(=O)CSc2ccccn2)n1	-47%[inhibitor]	10µM*	2%	2%	4%	4%	5%	-8%
COCc1cc(C2C(C(=O)c3ccco3)=C(O)C(=O)N2CCOCCO)ccc1O (stereo unspecified)	-15%	?	-12%	-4%	0%	?	-15%	-2%
O=C(N/N=C/c1c(Cl)cccc1Cl)c1n[nH]c2c1CCCC2	18µM*	-3%	-1%	3%	7%	2%	1%	12%
CNC(=S)NCC(O)c1ccc([N+](=O)[O-])cc1 (stereo unspecified)	-8%	1%	-6%	1%	5%	13%	-9%	-6%
O=C(O)c1ccc(-c2cccc([N+](=O)[O-])c2)o1	/	/	13%	-1%	-8%	-7%	9%	/
Cc1c(NC(=O)OCc2ccccc2)c(=O)n(-c2ccccc2)n1C	8%	6%	-1%	-6%	1%	0%	-3%	-4%
N#CCCn1c(=O)c(-c2ccccc2)nc2cnc(N3CCOCC3)nc21	/	?	0%	/	-34%	/	-8%	/
O=C(CSc1ncc(-c2ccccc2)n1-c1ccccc1)NCc1ccco1	2%	-1%	0%	-2%	9%	2%	4%	-2%

Structural class: the compounds so far with a thiophene ring, fused or not
SMILES	SMN2 splice enh	ALDH1A1 inh	aGlu spleen mod	JMJD2E inh	GoLoco inh red	GAA glycogen	aGal spleen mod	GAA inhib
CC1CCCC(NC(=O)COC(=O)Cc2ccsc2)C1C (stereo unspecified)	-24%	-7%	2%	6%	2%	-1%	2%	2%
CCOC(=O)c1c(NC(=O)c2ccc(C)cc2)sc2c1CC(C)(C)NC2(C)C	/	6%	-7%	5%	4%	7%	-2%	/
CCC(Sc1ncnc2sc(C)c(C)c12)C(=O)OC (stereo unspecified)	-38%[inhibitor]	3%	6%	2%	16%	-8%	2%	-3%
NS(=O)(=O)c1cccc(NC(=O)c2cccs2)c1	/	/	0%	10%	5%	4%	4%	/
